Source: PubChem (several laboratories)
HSF1 inhib: HSF1 inhibition; NIH3T3-HGL HSE-luciferase, MG132-induced, luminescence 8 h; active compounds read low; activity change, negative = inhibition, % at 7.5 µM (by protocol); 0.77% of 300,000 active;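 active means more than half of replicate wells show activity change below -50%, luminescence cut by over half; inconclusive means some wells, but at most half, below -50%; inactive means no replicate well below -50%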;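 further: luciferase reports HSF-1 transcriptional activity via heat shock element; 0% = median of DMSO wells and -100% = zero luminescence signal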
aSyn 5UTR inh: 5' untranslated region of α-synuclein, MLPCN primary screen | alpha-synuclein 5'UTR reporter, inhibitor activity | inhibition, % (tested at 7.5 µM) | 0.82% of 300,000 active; in the data active means inhibition above about 60%; inconclusive means no clear call, values can overlap the other calls;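 further: H4 neuroglioblastoma cells stably carrying SNCA 5'UTR luciferase fusion; 0% = DMSO wells and 100% = positive control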
HSF-1 act: increases HSF-1 driven luciferase reporter signal; activation, % at 9 µM; 1.7% of 300,000 active; NIH3T3-HGL HSF-1 luciferase reporter, MG132, 8 h; 100% = twice DMSO control signal;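 active means mean replicate activation of at least 50% with a set share of replicates each reaching 50%; inconclusive means only one of those two conditions met; inactive means mean below 50% and too few replicates reaching it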;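 further: 0% = median of the neutral control wells and 100% = twice that signal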
GSK3 alpha inh: blocks human GSK-3 alpha kinase. P49840. 0.1% of 320,000 active. AID 2650. inhibition, % at 10 µM. ADP-Glo luminescence, 60 min;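 in the data active means inhibition above about 50%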;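 further: GST-tagged GSK-3 alpha with peptide substrate and 25 µM ATP; 0% = DMSO neutral wells and 100% = GW8510 positive control wells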
Target sequence (P49840 whole entry, looked up): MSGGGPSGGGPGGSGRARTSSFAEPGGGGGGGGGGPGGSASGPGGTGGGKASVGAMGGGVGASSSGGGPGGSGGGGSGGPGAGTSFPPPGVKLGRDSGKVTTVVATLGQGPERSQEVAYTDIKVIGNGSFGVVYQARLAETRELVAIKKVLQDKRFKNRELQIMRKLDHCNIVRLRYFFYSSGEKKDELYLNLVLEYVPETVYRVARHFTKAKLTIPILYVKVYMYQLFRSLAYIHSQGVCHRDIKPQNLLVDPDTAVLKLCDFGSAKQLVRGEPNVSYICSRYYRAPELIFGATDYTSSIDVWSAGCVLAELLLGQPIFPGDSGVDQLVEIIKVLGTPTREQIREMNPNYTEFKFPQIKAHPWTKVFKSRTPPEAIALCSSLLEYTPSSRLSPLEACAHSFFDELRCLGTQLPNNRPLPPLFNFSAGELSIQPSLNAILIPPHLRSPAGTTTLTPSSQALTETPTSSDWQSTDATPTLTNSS
PolyA inhibitor: inhibitors of polyadenylation in S. cerevisiae; S. cerevisiae SKY197-pL101 polyadenylation reporter, beta-gal luminescence; efflux-impaired pdr1/pdr3 knockout yeast; score 100 = 6 SD above DMSO; calls only at 12 µM; 0.02% of 300,000 active; AID 1875;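 active means lowest replicate activity score at least 50, where 100 means six control SD above control mean; inconclusive means lowest score under 50 but half or more replicates reach 50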;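 further: yeast exposed to compound for 9 h at 30 °C; higher score means more reporter readthrough which indicates perturbed polyadenylation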
IEC-6 cytotox: kills IEC-6 intestinal cells in KLF5 counter-screen | IEC-6 cytotoxicity, luminescence viability | inhibition, % at 5 µM | 0.78% of 290,000 active | AID 1825; in the data active means inhibition above about 22%;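 further: 0% = plate median of test compound wells and 100% = cytotoxic reference compound wells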
GSK3beta inhib: human GSK3beta kinase inhibition; P49841; activity score (negative = inhibition), % at 10 µM; GST-GSK3beta kinase, ADP-Glo luminescence, 60 min; active compounds read low; 0.038% of 300,000 active;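 active means more than half of replicate wells score below -50%, meaning over 50% inhibition versus plate controls; inconclusive means some replicates but at most half score below -50%; inactive means no replicate scores below -50%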;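 further: 0% = median DMSO wells and -100% = median GW8510 positive control wells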
Target sequence (P49841 whole entry, looked up): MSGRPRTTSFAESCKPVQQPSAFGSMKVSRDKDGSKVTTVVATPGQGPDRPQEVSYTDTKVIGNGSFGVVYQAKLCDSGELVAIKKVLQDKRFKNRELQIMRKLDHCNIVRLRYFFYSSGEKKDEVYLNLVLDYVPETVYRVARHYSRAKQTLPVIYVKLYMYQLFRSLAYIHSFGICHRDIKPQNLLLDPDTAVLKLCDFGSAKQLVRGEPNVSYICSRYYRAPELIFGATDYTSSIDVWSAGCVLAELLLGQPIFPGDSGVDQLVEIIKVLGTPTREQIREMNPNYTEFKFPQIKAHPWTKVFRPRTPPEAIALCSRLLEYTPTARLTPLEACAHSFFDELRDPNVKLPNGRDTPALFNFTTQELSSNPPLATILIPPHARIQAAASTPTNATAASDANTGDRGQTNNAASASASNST
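Assay system: GST-tagged human GSK3beta kinase, cell-free; Input: 1.6 ng GSK3beta; Medium: Tris/MgCl2 kinase buffer; Timing: 60 min enzyme reaction, room temperature; Signal: ADP-Glo luminescence quantifying ADP generated by kinase; Evaluation: score relative to plate controls; Benchmarks: DMSO neutral wells and GW8510 at 20 µM as positive.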
AI-2 QS mod: modulators of Vibrio harveyi AI-2 quorum sensing system | Vibrio harveyi JMH597 AI-2 luminescence/OD600 ratio, 9 h; active compounds read low; strain lacks LuxN and CqsS sensors; 0 = neutral-control median | activity change, % at 7.5 µM | 0.4% of 300,000 active | AID 2094; in the data active means activity change below about -75%, passing the limit was not always enough; inconclusive means no clear call, values can overlap the other calls;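 further: luminescence divided by OD600 gain over 9 h not by final OD600 alone; inactives centre near 13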
HSP90 inh: blocks HSP90-mediated luciferase refolding in reticulocyte lysate; AID 1789; inhibition, % at 5.6 µM; Rabbit reticulocyte lysate, luciferase refolding luminescence, 3 h; 0.91% of 290,000 active;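 active means inhibition above the screen-wide mean plus 3 SD, computed separately per campaign, cut at about 16% in these data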;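 further: 0% = DMSO wells and 100% = 60 µM geldanamycin wells; inhibitors lower the luminescence because luciferase stays unfolded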
KLF5 inh: inhibitors of KLF5 expression. DLD-1 KLF5 promoter-luciferase reporter, luminescence. inhibition, % at 5 µM. 0.23% of 290,000 active;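 active means inhibition above a per-plate limit of that plate's mean compound inhibition plus 3 SD, cut at about 60% in these data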;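 further: 0% = DMSO wells and 100% = LY294002 at 200 µM; higher means less KLF5 promoter-driven luciferase light; inactives centre near -14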
Active calls of the source: *; i = inactive; ? = inconclusive; . = no result given.

SMILES	HSF1 inhib	aSyn 5UTR inh	HSF-1 act	GSK3 alpha inh	PolyA inhibitor	IEC-6 cytotox	GSK3beta inhib	AI-2 QS mod	HSP90 inh	KLF5 inh
O=C(Cc1cccc2ccccc12)Nc1ccc(O)cc1C(=O)O	2	11	2	-2	i	-1	7	14	-4	3
CCN1C(=O)c2cccc3c(S(=O)(=O)N(C(=O)c4ccncc4)c4ccc(OC)cc4)ccc1c23	16	4	?	3	i	10	-2	40	0	-8
CCN1CCC2(CC1)C(C#N)=C(N)Oc1c2sc2nc(C)cc(C)c12	-4	-35	-1	9	i	1	-1	6	-2	5
CN(CCOc1ccc(Br)cc1)C(=O)CNC(=O)c1ccc2ccccc2c1	8	18	11	-2	i	3	.	.	6	-21
COc1ccc(N2CC(C(=O)N[C@@H](C)C(=O)NC(C)c3ccccc3)CC2=O)cc1 (stereo partly specified)	-1	14	-1	-2	i	10	-2	0	-2	-23
Cc1c(C)c2ccc(OCC(=O)N3CCC[C@@H]3C(=O)O)c(C)c2oc1=O	0	-1	-6	-4	i	4	3	20	-1	-15
COc1ccc(N2CC(C(=O)Nc3ccncc3)CC2=O)cc1 (stereo unspecified)	-7	0	0	1	i	-5	3	19	-1	-18
NC(=O)C1(N2CCCCC2)CCN(S(=O)(=O)c2ccccc2)CC1	-2	16	-20	-2	i	-3	0	23	-5	-7
CC(=O)Nc1cccc(OCCCNC(=O)c2ccc(F)cc2)c1	3	-45	9	-1	i	3	1	28	0	-23
CCN1CCN(C(=O)c2cc3c(=O)n(C)c4ccccc4c3n2C)CC1	4	-7	7	-3	i	6	-1	23	-1	-20
O=C(CN1CCCC1)NC1C2CC3CC(C2)CC1C3 (stereo unspecified)	-3	3	11	3	i	-4	2	14	-2	-16
CCOC(=O)C1=C(C)N(C)C(C)=C(C(=O)OCC)C1c1ccccc1	-1	10	12	0	i	5	1	5	0	0
CS(=O)(=O)c1ccc(C(=O)OCC(=O)c2ccc(Cl)s2)cc1	4	-15	-6	-4	i	.	3	-51	.	.
Cc1ccc(-c2nnc(N3CCN(C(=O)c4cccs4)CC3)c3ccccc23)cc1	-8	47	-1	0	i	2	0	12	-1	9
O=C(CSc1cccc[n+]1[O-])c1ccc(Cl)cc1	2	13	8	0	i	5	2	25	-3	-28
COc1ccc(Cn2nnc(C(=O)Nc3ccc(F)cc3)c2N)cc1	10	-32	2	-1	i	8	0	-1	0	8
Cc1ccccc1C(=O)N1CCN(c2ccccn2)CC1	2	-11	-7	-3	i	2	0	10	-3	5
c1ccc(-c2cc3nccc(-c4ccccn4)n3n2)cc1	0	-196	3	2	i	0	1	22	-1	-72
O=C(COc1ccc(S(=O)(=O)Nc2ccc(Cl)cc2)cc1)N1CCOCC1	-1	5	-5	3	i	0	1	23	-4	-11
COc1ccc(OC)c(N(C(=O)c2ccco2)C(C(=O)NC2CCCC2)c2cc(OC)c(OC)c(OC)c2)c1 (stereo unspecified)	7	-37	32	-2	i	2	-7	27	-5	-5
COC(=O)C(N)Cc1ccc(O)c(O)c1 (stereo unspecified)	-10	14	-7	-1	i	-3	0	3	0	-39
CCOc1ccc2c(c1)-c1c(ssc1=S)C(C)(C)N2C(=O)CSC1=NCCS1	-3	22	-5	-3	i	1	-2	20	4	-31
O=C(NN=C1CCCCCCC1)C(=O)NC1CCCCC1	-5	-9	-12	0	i	-2	0	9	-5	-42
c1ccc(-c2nc(-c3ccncc3)n[nH]2)nc1	15	-54	6	1	i	-3	-4	12	3	-32
Cc1ccccc1CSc1nnc(CCCCCNC(=O)OC(C)(C)C)o1	-8	4	-27	-3	i	-8	6	-1	-2	-11

Continued:
SMILES	HSF1 inhib	aSyn 5UTR inh	HSF-1 act	GSK3 alpha inh	PolyA inhibitor	IEC-6 cytotox	GSK3beta inhib	AI-2 QS mod	HSP90 inh	KLF5 inh
CCCCOc1ccc(C(=O)N/C(=C\c2ccc(OC)cc2)C(=O)OCc2ccco2)cc1	1	6	-1	-4	i	-1	3	19	1	-6
CC(C)(C)C(=O)CSc1nc(N)cc(=O)[nH]1	-4	12	-3	0	i	3	-6	-2	-3	-7
CCCCCC(=O)Nc1cc2[nH]c(=O)cc(COC)c2cc1C	-6	23	9	-1	i	6	-2	11	4	13
COCOc1ccc(-c2oc3c(C/C=C(\C)CCC=C(C)C)ccc(O)c3c(=O)c2OCOC)c(OCOC)c1	-1	30	10	2	i	.	-23	24	.	.
COc1cccc(NC(=O)c2ccc3c(c2)CCN3S(C)(=O)=O)c1	7	-118	21	1	i	4	3	15	4	-80
NC(=S)Nc1ccc2cn[nH]c2c1	0	7	35	4	i	-12	0	22	-4	-3
Cc1ccc(C)c(N2CC(C(=O)Nc3cc(C)on3)CC2=O)c1 (stereo unspecified)	-5	2	16	2	i	5	2	8	-3	10
O=C(OCn1nnc2ccccc2c1=O)c1cccnc1	4	-22	25	.	i	5	-1	28	0	-17
Cc1[nH]nc(N2CCCCC2)c1[N+](=O)[O-]	0	-19	-17	1	i	-2	6	7	8	15
CN(c1ccc(O)cc1)c1nc(-c2cccs2)cs1	-1	-238	12	1	i	-2	-1	4	0	-151
O=C(CCc1ccccc1)c1nnc(-c2ccccc2)o1	-2	-13	-3	-2	i	2	4	-45	-1	-22
Cc1ccc(NC(=S)c2nc3ccccc3s2)cc1	-65*	7	-70	0	i	3	2	9	23*	-80
c1ccc(-c2ccc(-n3ccnc3)cc2)cc1	33	-81	72*	0	i	-6	-4	3	2	-47
O=C(Nc1ccc(N2CCOCC2)c(Cl)c1)c1cccnc1	4	-61	18	3	i	-2	2	4	-1	-33
CN(CC(=O)NCc1ccccn1)S(=O)(=O)c1cc(Cl)ccc1Cl	-3	-2	-3	-3	i	.	4	26	.	.
Cc1cc(=O)n2c(n1)OC(CO)C2 (stereo unspecified)	0	0	-3	-3	i	1	-1	7	-2	5
NC(=O)C1CCCN(Cc2c(C(=O)N3CCc4ccccc4C3)nc3ccc(Cl)cn23)C1 (stereo unspecified)	1	12	-2	-2	i	-6	-24	5	-2	-4
COc1ccc(C(O)C(CC(=O)NCCCOC(C)C)C(=O)NCCCOC(C)C)cc1OC (stereo unspecified)	-5	7	1	0	i	-4	3	8	2	-11
COCCCn1c(=O)c2sccc2n2c(CCCC(=O)NCc3ccc(OC)cc3)nnc12	-5	5	0	-4	i	4	2	24	-10	-7
CN(C)c1ccc(C=Nc2ccccc2C(N)=O)cc1	.	.	.	1	.	1	.	.	10	-150
COc1ccccc1N1C(=O)CCC1(C#N)c1ccc(Br)cc1 (stereo unspecified)	5	1	3	-1	i	-4	2	4	3	-4
COc1ccc(-c2csc(NC(=O)CSc3ncn[nH]3)n2)cc1OC	-2	-12	-1	2	i	-1	0	5	5	-14
CCOCCCn1c(=S)[nH]c2cc(C(=O)N3CCN(c4ccccc4)CC3)ccc2c1=O	9	-2	6	-4	i	-5	1	9	2	8
CN(Cc1c(F)cccc1Cl)C(=O)c1ccc(NC(=O)CC2SC(N3CCCC3)=NC2=O)cc1 (stereo unspecified)	-5	28	9	-1	i	.	1	3	.	.
CCOC(=O)N1CCN(C(=O)/C(=C/c2ccc(OC)c(OC)c2)NC(=O)c2ccccc2)CC1	12	-12	47	1	i	0	1	10	2	-28

Later entries
SMILES	HSF1 inhib	aSyn 5UTR inh	HSF-1 act	GSK3 alpha inh	PolyA inhibitor	IEC-6 cytotox	GSK3beta inhib	AI-2 QS mod	HSP90 inh	KLF5 inh
CC(=O)c1ccc(NC(=O)C(Cc2ccccc2)NC(=O)c2ccco2)cc1 (stereo unspecified)	-3	-27	-6	-3	i	-6	2	17	3	-19
Cc1ccc(NC(=O)CSc2ncn(-c3ccccc3)n2)cc1C	-8	-4	-20	0	i	2	0	13	2	-33
Cc1cc(=O)oc2cc(OCC(=O)Nc3nnc(C4CC4)s3)ccc12	4	17	-1	0	i	-5	4	13	1	-11
N#Cc1ccsc1NC(=O)c1cccc([N+](=O)[O-])c1	4	-42	11	-1	i	-6	-4	23	4	-17
CCC(CC)COC(=O)C1=C(C)NC(=O)NC1c1ccccc1Br (stereo unspecified)	-1	0	4	3	i	-1	-2	8	-1	-30
CC(C)CCn1c(=O)c2ccccc2n2c(CCC(=O)NCC3CCCO3)nnc12 (stereo unspecified)	8	-4	29	0	i	6	-1	18	-2	-16
COc1ccc(S(=O)(=O)N2CCOCC2)cc1NC(=O)CSc1nnc2c(n1)[nH]c1ccccc12	6	12	-2	0	i	2	-1	12	1	-5
CC1CCCN(CCCOc2ccc([N+](=O)[O-])cc2)C1 (stereo unspecified)	-5	-3	-16	-2	i	0	2	11	5	-29
CS(=O)(=O)N1CCN(C(=O)Cc2ccc([N+](=O)[O-])cc2)CC1	-7	-4	18	2	i	4	0	32	1	-30

No new results follow: entries from further up.
SMILES	HSF1 inhib	aSyn 5UTR inh	HSF-1 act	GSK3 alpha inh	PolyA inhibitor	IEC-6 cytotox	GSK3beta inhib	AI-2 QS mod	HSP90 inh	KLF5 inh
CCOC(=O)N1CCN(C(=O)/C(=C/c2ccc(OC)c(OC)c2)NC(=O)c2ccccc2)CC1	12	-12	47	1	i	0	1	10	2	-28
CC(=O)c1ccc(NC(=O)C(Cc2ccccc2)NC(=O)c2ccco2)cc1 (stereo unspecified)	-3	-27	-6	-3	i	-6	2	17	3	-19
Cc1ccc(NC(=O)CSc2ncn(-c3ccccc3)n2)cc1C	-8	-4	-20	0	i	2	0	13	2	-33
Cc1cc(=O)oc2cc(OCC(=O)Nc3nnc(C4CC4)s3)ccc12	4	17	-1	0	i	-5	4	13	1	-11
N#Cc1ccsc1NC(=O)c1cccc([N+](=O)[O-])c1	4	-42	11	-1	i	-6	-4	23	4	-17
CCC(CC)COC(=O)C1=C(C)NC(=O)NC1c1ccccc1Br (stereo unspecified)	-1	0	4	3	i	-1	-2	8	-1	-30
CC(C)CCn1c(=O)c2ccccc2n2c(CCC(=O)NCC3CCCO3)nnc12 (stereo unspecified)	8	-4	29	0	i	6	-1	18	-2	-16

Not all compounds are listed. The share of hits here may be higher or lower than overall.
